Source: PubChem (National Center for Advancing Translational Sciences (NCATS))
Tau FP inhib: qHTS for Inhibitors of Tau Fibril Formation, Fluorescence Polarization | 280,000 tested, 0.39% active | Potency, µM (doses to about 57.7 µM), inactives show at the top dose activity, negative = inhibition, usual class: inhibitors | K18 P301L tau heparin fibrillization, Alexa594 FP, 6 h; further: potency means the concentration at half of the fitted maximal effect; on the % scale 0 is the no-effect control and ±100 the full control effect; nearly all actives have a fitted effect of over 55% in size
Target sequence (P10636 561-689 P618L limits assumed): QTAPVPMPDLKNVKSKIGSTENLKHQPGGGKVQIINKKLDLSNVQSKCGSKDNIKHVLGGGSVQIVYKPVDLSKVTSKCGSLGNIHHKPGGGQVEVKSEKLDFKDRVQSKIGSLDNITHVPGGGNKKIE
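Quantitative HTS format: compounds meet 15 uM recombinant K18 P301L tau and Alexa 594-tau tracer in 100 mM sodium acetate pH 7; 20 uM heparin triggers fibrillization at 37 C over 6 hr; FP gives the signal.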
TR SRC2 fluor cs: Total Fluorescence Counterscreen for Inhibitors of the Interaction of Thyroid Hormone Receptor and Steroid Receptor Coregulator 2. TRb/SRC2 Texas Red total fluorescence interference. Potency, µM (highest dose often 106 µM), inactives show at the highest dose fluorescence change, negative = quenching. 280,000 tested, 0.29% active. AID 1479, 2009; active means well fitted curve in either direction with a large enough effect; inconclusive means small, poorly fitted or top-dose-only effect; further: potency means the concentration at half of the fitted maximal effect; on the % scale 0 is the no-effect control and ±100 the full control effect
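Human TRb ligand-binding domain at 0.6 uM with 20 nM Texas Red SRC2 peptide in Tris buffer containing 1 uM T3 and 5% DMSO, incubated with compound 5 h at ambient temperature. Total fluorescence (555/632 nm) calculated as parallel + 2 × perpendicular.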
Epigenetic derep: Quantitative High-Throughput Screen for Regulators of Epigenetic Control. murine LDR cells, GFP reporter derepression, 30 h. Potency, µM (doses to about 53.9 µM), without a hit: at the highest dose GFP activation, most hits filed as activators. 280,000 tested, 0.2% active; further: potency means the concentration at half of the fitted maximal effect; % of control where 0% means no effect; nearly all actives have a fitted effect of over 60% in size
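In this reporter-derepression format, murine cells bearing a silenced integrated CMV-GFP locus incubate with test compound (30 h, 37 C), then are washed and imaged; fluorescent objects of 20–120 um count as induced cells.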
CBFb RUNX1 block: qHTS Assay for Compounds Blocking the Interaction Between CBF-beta and RUNX1 for the Treatment of Acute Myeloid Leukemia; AlphaScreen CBFb-His/RUNX1-biotin binding, biochemical; Runt-related transcription factor 1 (Homo sapiens) + Core-binding factor subunit beta …; 230,000 tested, under 10 active; AID 1477, 2009; Potency, µM (series often up to 59.8 µM), for the others: top-dose activity, negative = inhibition, actives largely listed as inhibitors; further: % of control where 0% means no effect
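His-tagged CBF-beta and biotinylated RUNX1 (30 nM each) were premixed 20 min at room temperature, exposed to compound for 15 min, then given nickel-chelate and streptavidin AlphaScreen beads (50 ng each). After 90 min, AlphaScreen signal was read.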
NPSR antag: qHTS Assay for Antagonists of the Neuropeptide S Receptor: cAMP Signal Transduction; Q6W5P4; CHO-NPSR cells, cAMP TR-FRET, antagonist mode; Potency, µM (series often up to 38.3 µM), for inactives: at the top dose activity change, negative = inhibition, usual class: inhibitors; 220,000 tested, 1% active; AID 1461, 2008; further: potency means the concentration at half of the fitted maximal effect; on the % scale 0 is the no-effect control and ±100 the full control effect; nearly all actives have a fitted effect of over 50% in size; many of its hits are not listed in these tables
Target sequence (Q6W5P4 whole entry, looked up): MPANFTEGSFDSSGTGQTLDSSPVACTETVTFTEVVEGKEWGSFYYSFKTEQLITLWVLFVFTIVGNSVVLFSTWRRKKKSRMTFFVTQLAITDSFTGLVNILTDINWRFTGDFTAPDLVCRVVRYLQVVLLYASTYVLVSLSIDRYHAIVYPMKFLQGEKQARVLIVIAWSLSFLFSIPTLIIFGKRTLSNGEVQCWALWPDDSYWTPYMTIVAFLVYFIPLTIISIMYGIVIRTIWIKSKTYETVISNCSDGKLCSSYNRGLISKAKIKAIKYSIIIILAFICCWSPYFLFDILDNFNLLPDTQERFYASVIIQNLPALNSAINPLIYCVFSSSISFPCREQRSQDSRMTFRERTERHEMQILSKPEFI
aGal spleen mod: qHTS Assay for Inhibitors and Activators of Human alpha-Galactosidase From Spleen Homogenate | Alpha-galactosidase A (Homo sapiens), P06280 | human spleen homogenate, 4MU-alpha-Gal fluorescence, 40 min | Potency, µM (titrated, usually from 80 µM), for inactives: at the top dose activity change, negative = inhibition, most hits filed as inhibitors | 240,000 tested, 0.008% active;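 further: potency means the concentration at half of the fitted maximal effect; 0% = enzyme with vehicle and -100% = no enzyme basal signal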
Target sequence (P06280 32-429 limits assumed): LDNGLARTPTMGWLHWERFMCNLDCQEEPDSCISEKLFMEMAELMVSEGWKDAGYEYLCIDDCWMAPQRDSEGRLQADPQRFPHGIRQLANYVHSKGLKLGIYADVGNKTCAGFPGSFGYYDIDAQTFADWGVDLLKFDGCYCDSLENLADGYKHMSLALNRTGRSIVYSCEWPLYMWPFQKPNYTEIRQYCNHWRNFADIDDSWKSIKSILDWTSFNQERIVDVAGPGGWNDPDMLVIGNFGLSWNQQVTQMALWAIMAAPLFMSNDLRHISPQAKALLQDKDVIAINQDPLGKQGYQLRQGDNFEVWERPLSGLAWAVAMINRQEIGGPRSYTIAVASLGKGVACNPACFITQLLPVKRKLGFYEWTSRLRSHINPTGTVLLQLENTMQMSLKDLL
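Spleen homogenate 1 ug + cpd (titration) + 4-MU-alpha-D-galactopyranoside 1 mM; 37C 40 min; 50 mM citrate/phosphate pH 5.0, 0.01% Tween-20; stop pH 10; fluorescence 365/440; AC50 via Hill.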
TRb SRC2 PPI: qHTS for Inhibitors of the Interaction of Thyroid Hormone Receptor and Steroid Receptor Coregulator 2. Thyroid hormone receptor beta (Homo sapiens), P10828. 280,000 tested, 0.065% active. AID 1469, 2008. Potency, µM (highest dose often 106 µM), for inactives: at the highest dose activity change, negative = inhibition, usual class: inhibitors. TRbeta-SRC2 peptide binding, fluorescence polarization; receptor liganded with 1 µM T3;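 further: potency means the concentration at half of the fitted maximal effect; plate controls were bound peptide for no effect and peptide without receptor for full effect; nearly all actives have a fitted effect of over 50% in size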
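Read-out is fluorescence polarization (555 nm excitation, 632 nm emission) of a Texas Red SRC2 coactivator peptide; loss of signal reflects blocked binding to human TRb ligand-binding domain in the presence of 1 uM T3.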
Tau fluor cs: Counterscreen qHTS for Inhibitors of Tau Fibril Formation, Fluorescence Polarization; tau K18 P301L (four-repeat tau fragment) Alexa594 fluorescence, heparin fibrillization; AID 1463, 2008; Potency, µM (top dose mostly 57.7 µM), inactives show top-dose activity change, negative = decrease; 280,000 tested, 0.93% active; further: potency means the concentration at half of the fitted maximal effect; on the % scale 0 is the no-effect control and ±100 the full control effect; nearly all actives have a fitted effect of over 55% in size
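Human K18 P301L tau (15 uM unlabeled plus 0.24 uM Alexa 594-labeled, final) in 100 mM sodium acetate pH 7 was mixed with compound and 20 uM heparin and incubated 6 hr at 37 C.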
Active calls of the source: *; u = inconclusive; x = not tested or not shown; & = joins results of further samples; [ ] = remark or other dose. Unless noted, the call rests on the fitted dose curve; in most records, active means well fitted curve in the direction sought with a large enough effect; inconclusive means small, poorly fitted or top-dose-only effect, or another doubt; inactive means no such curve, though single readings can be large; an effect the other way counts as inactive or inconclusive. Only part of the results is shown; count on the stated rates, not on these rows.

SMILES	Tau FP inhib	TR SRC2 fluor cs	Epigenetic derep	CBFb RUNX1 block	NPSR antag	aGal spleen mod	TRb SRC2 PPI	Tau fluor cs
CCOC(=O)C(O)(c1ccc(N(C)C(=O)c2ccc(Cl)c(Cl)c2)cc1)C(F)(F)F (configuration not stated)	8%	-3%	0.0%	6%	-38%	2%	7%	-2%
COC(=O)C1C2c3ccccc3OC1(C)N=c1s/c(=C/c3cn(C)nc3C)c(=O)n12 (configuration not stated)	-11%	-2%	-1.0%	1%	u	-7%	9%	-19%
CC(=O)N[C@@H]1CCSC1=O	x	-28%[53 µM]	0.0%[16.9 µM]	21%[21.7 µM]	x	6%[29.1 µM]	-1%[53 µM]	x
CCN1CCN(C(=O)COc2ccc(S(=O)(=O)NC(C)C)cc2)CC1	8%	-2%	-0.8%	1%	-7%[46.1 µM]	-6%	2%	1%
CC(C)OP(=O)(OC(C)C)C(NCc1ccccc1)c1ccccc1 (configuration not stated)	5%	-8%	-1.5%	23%	-16%	-8%	0%	-4%
C=CCn1c(=O)c(C=Nc2c(OC)cccc2[N+](=O)[O-])c(O)n(CCCC)c1=O	-9%	-5%	1.1%	0%	-25%	-4%	3%	u
COC(=O)C1=COC(C)C2CN3CCC4(C(=O)Nc5ccccc54)C3CC12 (configuration not stated)	-4%	0%	1.1%	9%	-20%	3%	-3%	-9%
CCn1c(O)c(/C=N/NC(=O)c2ccccc2)c(=O)n(CC)c1=S	14%	-3%	1.6%	17%	-42%	-4%	14%	-27%
C=CCN1CCC2(C)c3cc(O)ccc3CC1C2C (configuration not stated)	6%&-3%	-3%&-1%	-0.1%&0.0%	11%&11%	-6%[46.1 µM]	25%&3%	0%&-4%	-2%&-4%
O=C(Cc1ccccc1)N1CCN(Cc2cccnc2)CC1	6%	-2%	2.8%	-1%	14%[46.1 µM]	5%	5%	-4%
N#Cc1cccc(NC(=O)CSc2nc3c(cc2C#N)N2CCC3CC2)c1	1%	u	-1.1%	x	x	x	-1%	-20%
Cc1ccc(N(C)C(=O)Oc2ccc(C(=O)c3ccc(Cl)cc3)cc2)cc1	5%	1%	2.3%	16%	-30%[46.1 µM]	0%	10%	-13%
N#CCCn1cc(C(=O)Nc2ccccc2Br)c(-c2ccc3c(c2)OCCO3)n1	1%	0%	-1.0%	2%	6%	-3%	7%	-20%
O=C(Nc1ccccc1F)OC1CN2CCC1CC2 (configuration not stated)	5%	-3%	0.0%	12%	-18%	10%	-2%	-9%
CC(=O)N1N=C2C3CCN(CC3)C2C1c1ccc(Br)cc1 (configuration not stated)	7%	3%	0.0%	0%	10%	-2%	0%	16%
O=C(CN1CC=C(c2ccccc2)CC1)Nc1c(Cl)cccc1Cl	0%	-4%	0.0%	4%	-9%	-2%	1%	-9%
CC12CCC3C(CC=C4CC(O)CCC43C)C1C/C(=C\N1CCCC1)C2=O (configuration not stated)	2%	-6%	1.1%	8%	-23%	0%	-3%	-2%
CCc1ccc(N2NC(=O)/C(=C/C=C/c3ccco3)C2=O)cc1	u	1%	-0.1%	6%	-32%	-2%	10%	10µM*[quencher]
CC(C)OC(=O)Nc1cccc(Cl)c1	8%	3%[201 µM]	-0.2%	x	x	3%	-1%[201 µM]	-1%
c1ccc2nc3ccccc3nc2c1	u	-1%	0.2%	3%	-19%	-7%	4%	-16%
O=C(/C=C/c1ccc(F)cc1)NNC(=O)CCN1CCN(Cc2ccccc2)CC1	-5%	0%	u	14%	-1%	-6%	9%	-12%
C=CCN1C[C@H](C)N([C@H](c2ccc(C(=O)N(CC)CC)cc2)c2cccc(OC)c2)C[C@H]1C	u	-3%&1%	0.0%&0.4%	8%	x	-2%&-5%	12%&7%	-7%&-1%
Cc1c(N)c(C)c([N+](=O)[O-])c(C)c1[N+](=O)[O-]	1%	-1%[53 µM]	1.0%	-3%	12%	-1%	3%[53 µM]	-7%
COc1ccc(OC)c(-n2c(O)c(C=NCc3ccc4c(c3)OCO4)c(=O)[nH]c2=O)c1	2%	-1%	-0.6%	2%	-28%[7.67 µM]	0%	7%	-10%
CC1=CC(=O)c2c(O)cccc2C1=O	3.2µM*	-10%&-20%	1.6%&-1.3%	-4%[21.7 µM]	x	-10%&-10%	-6%&13%	2.2µM*[quencher]

Some of the entries so far, bar-delimited.
structure | Tau FP inhib | TR SRC2 fluor cs | Epigenetic derep | CBFb RUNX1 block | NPSR antag | aGal spleen mod | TRb SRC2 PPI | Tau fluor cs
CC12CCC3C(CC=C4CC(O)CCC43C)C1C/C(=C\N1CCCC1)C2=O (configuration not stated) | 2% | -6% | 1.1% | 8% | -23% | 0% | -3% | -2%
CCc1ccc(N2NC(=O)/C(=C/C=C/c3ccco3)C2=O)cc1 | u | 1% | -0.1% | 6% | -32% | -2% | 10% | 10µM*[quencher]
CC(C)OC(=O)Nc1cccc(Cl)c1 | 8% | 3%[201 µM] | -0.2% | x | x | 3% | -1%[201 µM] | -1%
c1ccc2nc3ccccc3nc2c1 | u | -1% | 0.2% | 3% | -19% | -7% | 4% | -16%

Other results follow.
SMILES	Tau FP inhib	TR SRC2 fluor cs	Epigenetic derep	CBFb RUNX1 block	NPSR antag	aGal spleen mod	TRb SRC2 PPI	Tau fluor cs
O=C1NC(=O)N(CCC2=CCCCC2)C(=O)/C1=C/c1cccs1	5%	-2%	0.0%	3%	-46%	-3%	-1%	0%
CC(C)CN1CCN(Cc2ccc(F)cc2Cl)CC1CCO (configuration not stated)	1%	-5%	0.0%	4%	-2%	7%	-3%	12%
C[C@H](N)Cc1cnc[nH]1	-7%&-5%	-1%&-2%	0.0%&0.4%	u	x	18%&2%	1%&-9%	0%&-2%
O=[N+]([O-])c1ccc(NCCCN2CCOCC2)c2ncccc12	-7%	1%[53 µM]	1.7%	11%	37%	4%	-4%[53 µM]	-11%
COCCNC(=O)c1c(N)n(Cc2ccco2)c2nc3ccccc3nc12	2%	-2%	0.0%	16%	u	u	-9%	u
Cc1cc(NC(=O)C(Cl)(Cl)Cl)no1	0%	-2%	0.5%	-1%	50%	-4%	3%	-5%
CCC12CN3CCN(CC(C3)/C1=N/NC(N)=O)C2	-10%	-2%	0.2%	3%	12%	2%	1%	-10%
Cc1oc(-c2cccc(Cl)c2)nc1CN1CCC(C(=O)NCCCN2CCN(c3ccc(F)cc3)CC2)CC1	5%	u	-0.3%	x	x	x	-14%	-17%
Cc1ccc2c(=O)n(-c3cccc(Cl)c3)c(=O)[nH]c2c1	2%	5%	-0.8%	x	x	x	-5%	-14%
O=C1/C(=C\c2ccc3c(c2)OCO3)N2CCC1CC2	-3%	-1%	0.0%	5%	11%[46.1 µM]	-6%	-7%	-7%
NCCc1ccccn1	0%	-2%	1.4%	4%	x	7%	1%	-6%
Cc1ccc(-c2nc(CN3C(=O)CN=C(c4ccccc4Cl)c4cc(Cl)ccc43)c(C)o2)cc1	4%	-1%	-3.9%	x	x	x	-4%	-5%
CN(CC(=O)Nc1ccccc1-c1ccccc1)C1CCCCC1	-3%	-1%	1.2%	24%	u	-25%	-6%	-5%
CN1CCC(C)(O)C2CCCCC21 (configuration not stated)	2%	-1%	-1.1%	-14%	20%	-5%	8%	-5%
COc1ccc(Nc2nc(N)nc(CSc3nc4ccccc4s3)n2)cc1	-1%	-3%	4.2%	x	x	x	-1%	16µM*[quencher]
C=CCn1c(O)c(C(CC)=NC2CC2)c(=O)[nH]c1=O	7%	0%	-2.3%	-1%	1%[46.1 µM]	-5%	1%	5%
COCCNC(=O)CN1C(=O)CN=C(c2ccccc2)c2ccccc21	6%[0.0958 µM]	-1%	0.9%	7%	7%	10%	2%	-1%[0.0958 µM]
CC1CN=C(Nc2cccc3ccccc23)S1 (configuration not stated)	4%	0%	-1.1%	1%	6%[46.1 µM]	0%	-5%	-5%
C=CCC1(CN2CCCC2=O)C(=O)NC(=O)NC1=O	1%	-1%	-2.0%	10%	6%[46.1 µM]	-8%	-3%	0%
C1=C(c2c[nH]c3ccccc23)CCNC1	-6%	-1%	1.8%	10%	0%[46.1 µM]	-11%	-14%	-23%
C=CCn1c(O)c(C(C)=NCCO)c(=O)[nH]c1=O	-3%	1%	-1.0%	3%	2%[46.1 µM]	3%	-2%	-4%
C[n+]1c(-c2ccccc2)cc(-c2ccc(Cl)cc2)cc1-c1ccccc1	1%	1%	-0.2%	3%	-6%	2%	8%	-1%
CN1CCN(c2ccc(Cl)cc2N)CC1	10%	-3%[53 µM]	2.8%	-6%	-10%	-5%	7%[53 µM]	7%
CN(C(=O)c1ccc(Cl)nc1)C1(c2ccccc2Cl)CCCCC1=O (configuration not stated)	2%	1%	-0.5%	9%	8%	9%	0%	-2%
Cc1ccc(N)cc1Cl	x	-1%	x	-8%[21.7 µM]	x	1%	3%	x
O=C1NC(=O)C(=Cc2ccc(Oc3ccc([N+](=O)[O-])cc3)cc2)C(=O)N1	u	0%	-0.7%[10.1 µM]	0%	-5%	2%	-3%	-8%

Molecules listed so far containing an aryl thioether with sulfur outside any ring, in the order listed:
SMILES	Tau FP inhib	TR SRC2 fluor cs	Epigenetic derep	CBFb RUNX1 block	NPSR antag	aGal spleen mod	TRb SRC2 PPI	Tau fluor cs
N#Cc1cccc(NC(=O)CSc2nc3c(cc2C#N)N2CCC3CC2)c1	1%	u	-1.1%	x	x	x	-1%	-20%
COc1ccc(Nc2nc(N)nc(CSc3nc4ccccc4s3)n2)cc1	-1%	-3%	4.2%	x	x	x	-1%	16µM*[quencher]
